IDE cell activ: boosts human insulin-degrading enzyme activity in HEK cells; P14735; FAbeta-B cleavage, fluorescence polarization; 0% vehicle, 100% cell-free pure enzyme wells; activation, % at 5.96 µM; hit rate 0.073% among 340,000;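 active = activation above the mean of all tested compounds plus 3 SD, set per screening campaign, cut at about 17% in these data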
IDE inh: cellular human IDE inhibition; AID 434962; inhibition, % at 5.59 µM; hit rate 0.41% among 320,000; HEK cells, FAbetaB cleavage, fluorescence polarization; P14735;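 active = percent inhibition above the average of all tested compounds plus 3 SD, set per screening campaign, cut at about 16% in these data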;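 also: IDE supplied by intact live HEK cells; FP after avidin binding of uncleaved biotin substrate so inhibition keeps polarization high; 0% = DMSO wells and 100% = 60 µM reference IDE inhibitor Ii1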
GalR3 antag: human GalR3 antagonism; O60755; HEK293 GalR3-CNG cAMP membrane potential fluorescence; galR3 body fused to GalR1 C-terminus; inhibition, % at 3 µM; hit rate 0.44% among 360,000;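 active = inhibition above the screen-wide average plus 3 SD, cut at about 13% in these data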;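 also: forskolin and galanin both at EC90 stimulate the cells; cAMP rise reported by CNG channel membrane potential dye signal; 0% = forskolin plus galanin with DMSO and 100% = forskolin alone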
Target sequence (O60755 1-299 limits assumed): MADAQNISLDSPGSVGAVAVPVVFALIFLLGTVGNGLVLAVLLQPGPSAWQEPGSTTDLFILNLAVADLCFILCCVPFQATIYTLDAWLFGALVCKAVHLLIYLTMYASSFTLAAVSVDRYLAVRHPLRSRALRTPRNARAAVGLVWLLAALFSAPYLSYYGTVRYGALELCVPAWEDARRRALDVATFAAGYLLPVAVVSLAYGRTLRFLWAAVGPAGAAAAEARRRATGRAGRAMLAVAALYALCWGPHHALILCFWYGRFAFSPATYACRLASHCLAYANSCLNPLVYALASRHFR
SUMO HTRF inh: inhibitors of human SUMOylation (UBC9) | P63279 | HTRF SUMOylation assay, SAE1/SAE2 + UBC9, in vitro | inhibition, % at 35 µM | hit rate 0.36% among 290,000; in the data active = inhibition above about 50%, passing the limit was not always enough; also: strong numbers were not always called active
Target sequence (P63279 whole entry, looked up): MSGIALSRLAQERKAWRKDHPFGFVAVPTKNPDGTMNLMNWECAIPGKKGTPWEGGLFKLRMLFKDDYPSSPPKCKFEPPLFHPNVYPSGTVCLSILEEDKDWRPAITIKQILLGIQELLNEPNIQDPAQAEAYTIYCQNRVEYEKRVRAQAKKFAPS
HCV NS3 hel inh: blocks Hepatitis C virus NS3 helicase unwinding; hit rate 0.56% among 290,000; NS3 helicase DNA unwinding, Cy5 molecular beacon fluorescence; inhibition, % at 10.9 µM; AID 1800;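 active = inhibition above the mean of all tested compounds plus 3 SD, set per campaign, cut at about 35% in these data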;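 also: 0% = DMSO wells and 100% = thioflavine S control wells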
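System: HCV NS3 helicase fragment; control set: DMSO and thioflavine S; technique: Cy5 fluorescence at 0 and 60 min, beacon hairpin quenching; reagent: beacon DNA duplex substrate plus ATP; replicates: singlicate; schedule: 1 h reaction at 25 °C, ATP-initiated; medium: MOPS buffer pH 6.5 with MgCl2, DTT, Tween20, BSA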
pCIP destab: p/CIP protein destabilization. Q05BA5. F442A p/CIP-EGFP cells, EGFP fluorescence, 16 h. decrease of EGFP signal, % at 10 µM. hit rate 0.01% among 290,000;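 active = EGFP signal decrease of at least 30% at 10 µM or well 3 SD below plate mean, unless failing retest; inactive = the rest, including hits failing retest or dose response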; also: some compounds called inactive have numbers as strong as hits; many of its hits are not listed in these tables
IMP-1 inh: blocks Pseudomonas aeruginosa IMP-1 metallo-beta-lactamase; hit rate 0.45% among 290,000; purified IMP-1, nitrocefin hydrolysis, epi-absorbance fluorescence; inhibition, % at 5.6 µM;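 active = inhibition above the mean plus 3 SD of all compounds in the same screening run, cut at about 4.5% in these data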;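 also: 0% = IMP-1 with DMSO and 100% = DMSO wells lacking enzyme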
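System – purified recombinant IMP-1 beta-lactamase · Input – IMP-1 dispensed at 0.2 nM · Timing – 15 min preincubation plus 25 min reaction at 25 °C · Signal – Epi-absorbance fluorescence, 480 nm excitation, 530 nm emission · Measure – percent IMP-1 inhibition derived from blank-referenced optical density · Controls – Enzyme-plus-DMSO low control, enzyme-free DMSO high control · Replication – singlicate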
VIM-2 inhibitor: inhibitors of Pseudomonas aeruginosa VIM-2 metallo-beta-lactamase; purified VIM-2, nitrocefin hydrolysis, epi-absorbance fluorescence; AID 1527; hit rate 0.89% among 290,000; inhibition, % at 5.6 µM;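 active = inhibition above the mean of all tested compounds plus 3 SD, cutoff set per screening run, cut at about 7.5% in these data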;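 also: red hydrolysis product quenches plate fluorescence so inhibitors raise well fluorescence; 0% = enzyme with DMSO and 100% = DMSO without enzyme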
CRFR2-BP antag: antagonists of CRF-binding protein/CRF-R2 receptor complex. HEK293 CRF-R2/CRF-BP, CRF-induced calcium fluorescence. hit rate 0.59% among 350,000. AID 588475. inhibition, % at 11.8 µM;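 active = inhibition of the ligand-induced calcium signal above about 50% at the single tested concentration, limit read from the data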
* marks the source's active call; other numbers are inactive results; / = no result given.

SMILES	IDE cell activ	IDE inh	GalR3 antag	SUMO HTRF inh	HCV NS3 hel inh	pCIP destab	IMP-1 inh	VIM-2 inhibitor	CRFR2-BP antag
CC1(C)Cc2nc3oc4c(NCc5ccccc5)ncnc4c3cc2CO1	1	0	-4	18	2	-10	-0.7	-1.5	-8
CC1(C)CC(=O)C2=C(C1)NC(=O)NC2c1ccc(Cl)cc1 (stereo unspecified)	-3	-1	-9	11	-9	-11	0.1	0.6	-9
Cc1c(C(=O)N2CCCCC2)oc2ccc(Br)cc12	2	2	-3	/	/	/	/	/	6
CC(=O)Nc1ccc(-c2nnc(SCc3c(C)cc(C)cc3C)n2C)cc1	3	3	-5	-3	0	-5	-2.2	-0.8	3
COc1ccc(N(Cc2ccccc2)C(=O)CSc2nnc(Cn3nnc4ccccc43)o2)cc1	1	7	-6	0	1	-1	-3.6	-0.9	9
CC(C)(C)NC(=O)[C@H]1CC[C@H]2[C@@H]3CC[C@H]4NC(=O)C=C[C@]4(C)[C@H]3CC[C@]12C	-1	-2	/	5	8	-8	-0.3	2.1	-1
COc1ccccc1C(=O)Nc1ccc2c(c1)CCCN2C(=O)c1cccs1	-4	1	1	-7	-23	6	-0.6	-0.8	10
Cc1cccc(N=C2NC(=O)/C(=C\c3cccs3)S2)c1	-3	-1	-1	14	15	-14	-2.9	-6.2	9
CC1(c2cccc(Br)c2)NC(=O)N(CC(=O)N2CCc3ccccc32)C1=O (stereo unspecified)	3	2	11	/	/	/	/	/	-20
O=C(NCc1ccccn1)Nc1cc(Cl)ccc1Cl	-2	2	-1	0	-2	0	-1.9	-2.2	15

In the list so far, 2 contain an aryl thioether with sulfur outside any ring:
SMILES	IDE cell activ	IDE inh	GalR3 antag	SUMO HTRF inh	HCV NS3 hel inh	pCIP destab	IMP-1 inh	VIM-2 inhibitor	CRFR2-BP antag
CC(=O)Nc1ccc(-c2nnc(SCc3c(C)cc(C)cc3C)n2C)cc1	3	3	-5	-3	0	-5	-2.2	-0.8	3
COc1ccc(N(Cc2ccccc2)C(=O)CSc2nnc(Cn3nnc4ccccc43)o2)cc1	1	7	-6	0	1	-1	-3.6	-0.9	9

(listing goes on)
SMILES	IDE cell activ	IDE inh	GalR3 antag	SUMO HTRF inh	HCV NS3 hel inh	pCIP destab	IMP-1 inh	VIM-2 inhibitor	CRFR2-BP antag
O=C(Nc1cccc(NC(=O)c2ccc([N+](=O)[O-])o2)c1)c1ccco1	5	-1	-10	-1	-4	-9	1.9	-0.4	-2
c1ccc2c(c1)Cc1ccccc1O2	4	-2	-1	/	/	/	/	/	1
COc1ccc(C(=O)C2CCCN(C/C=C/c3ccccc3OC)C2)c(OC)c1 (stereo unspecified)	5	5	-5	8	-44	-5	1.2	1.2	-25
CC(=O)c1ccc(NC(=O)C2C3C=CC(C3=C(c3ccccc3)c3ccccc3)C2C(=O)O)cc1 (stereo unspecified)	5	8	-4	2	9	10	-0.8	-2.1	2
COc1ccc(C(CC(=O)O)NC(=O)Nc2ccccc2)cc1OC (stereo unspecified)	2	3	-9	7	-1	-3	-3.1	-2.2	0
COC(=O)C1=C(C)NC(C)=C(C(=O)OC)C1c1ccc(-c2cccc(Cl)c2Cl)o1	-4	5	0	-8	32	9	0.8	-2.5	9
O=C(Cc1ccccc1)NCC(=O)OCc1ccc([N+](=O)[O-])cc1	7	-1	0	3	21	-5	-0.6	-1.1	13
N#Cc1cn(-c2ccccc2)nc1-c1cc2ccccc2oc1=O	-1	1	-2	21	7	2	-1.7	-2.1	18
NC(=O)NC(=O)COC(=O)CC12CC3CC(CC(C3)C1)C2	2	-1	0	1	4	11	-3.2	-1.2	-7
CCOC(=O)COc1ccc2c(=O)cc(-c3ccccc3)oc2c1	/	0	-6	14	-1	2	-0.9	0.3	13
O=C(OCC(=O)N1CCCCC1)c1c[nH]c2ccccc12	2	-1	-3	/	/	/	/	/	2
COc1ccc(C(=O)c2ccc([N+](=O)[O-])cc2Cl)cc1	/	-1	-4	2	-7	-7	0.2	0.1	19
CC(C)Oc1ccc(CNC(=O)Cn2ccc3cc(S(=O)(=O)N4CCCC4)ccc32)cc1	6	3	-1	8	-3	-10	-4.3	-3.1	-14
CCOC(=O)[C@H]1[C@H]2COc3ccc(OC)cc3[C@@H]2N2C(=O)CN(Cc3ccco3)C(=O)[C@@]12C	-3	1	-5	/	/	/	/	/	-3
Cc1[nH]c2ccc(F)cc2c1CCN(Cc1cccnc1)C(=S)Nc1ccc(F)cc1	-3	-1	-6	-21	-7	-42	-3.7	-7.3	-13
COc1ccc(Br)cc1C(=O)NC(=S)Nc1ccc(CN2CCOCC2)cc1	6	0	-1	-16	-12	-25	0.5	4.0	-10
COCCNC(=O)C(c1cccnc1)N(Cc1ccccc1)C(=O)Cn1nnc2ccccc21 (stereo unspecified)	-2	0	-1	-3	6	6	-2.8	-2.9	11
CC1CCC(NC(=O)CN2CCC(n3nnc4cc(F)ccc43)CC2)CC1 (stereo unspecified)	6	-2	-2	16	-13	-8	-1.6	-1.1	15
O=C(CSc1ccc2nc(-c3ccccc3)cn2n1)NCC1CCCO1 (stereo unspecified)	7	1	-2	11	3	-2	-0.2	-0.1	-1
O=C(Nc1ccc(OCc2ccccc2Cl)cc1)c1cccnc1	5	10	-10	6	-11	-8	-5.0	-2.1	-5
CC1(OC(=O)c2ccco2)C(=O)C=C2C=C(C3CC3)OC=C2C1=O (stereo unspecified)	0	-1	-3	/	/	/	/	/	2
NC(=O)NCc1ccc(F)cc1	-5	0	-6	-11	-4	-34	-0.3	-0.7	10
O=c1c2[nH]c3ccccc3c2nc2n1CCS2	-2	1	-7	-3	-5	7	-2.2	-1.4	-3
CCC(=O)N1CCC2(CC1)Oc1ccc(Cl)cc1C(=O)C21CC(c2ccccc2)=NO1 (stereo unspecified)	1	0	-7	-3	/	-16	/	/	6
COc1ccccc1C1=NNC(=Nc2cccc(S(=O)(=O)N(C)C)c2)SC1	-1	-1	-4	-17	4	1	-1.0	-0.7	-8
Cc1cc(C)c2nc(NC(=O)c3ccc4c(=O)n5c(nc4c3)CCCCC5)sc2c1	0	3	-3	19	2	2	-2.8	-2.5	59*
c1ccc(CN2CN=C(Nc3nc4ccccc4s3)NC2)cc1	1	3	-3	17	0	1	-2.4	-4.1	8
CCOC(=O)c1ccc(S(=O)(=O)NC2CCCCCCC2)n1C	2	-3	-3	-5	-3	3	-0.4	-0.3	6
Cc1noc(C)c1CSc1nnc(C)c(=O)[nH]1	2	2	1	-19	1	21	-0.9	-1.5	-7
Cc1ccc(C(=O)c2c3ccc(C(F)(F)F)cc3nn2CCC(N)=O)cc1	7	1	2	/	/	/	/	/	-9
Cc1cc(C)c(S(=O)(=O)N2CCCOC2CNC(=O)C(=O)NCc2ccco2)c(C)c1 (stereo unspecified)	3	0	-1	-12	4	1	-3.6	-4.3	-10
COc1ccc(NC(=O)Nc2nnc(-c3ccco3)s2)cc1	1	0	-9	27	-1	-2	-3.0	-1.9	-3
CC(=O)OCC(=O)C1=CCC2C3CCC4=CC(=O)C=CC4(C)C3(F)C(OC(C)=O)CC12C (stereo unspecified)	-2	-2	-6	3	-8	-10	-5.5	-3.6	-4
COc1cccc(NC(=O)COC(=O)C2CCN(S(=O)(=O)c3cccs3)CC2)c1	3	2	-3	14	-2	11	-2.9	-3.8	-39
Cc1cccn2c(CN[C@H]3CCCCNC3=O)c(C(=O)N3CCOCC3)nc12	0	-1	1	4	10	1	-2.7	-2.6	-8
CCOC(=O)N1CCN(C(=O)C2CCC(=O)N2C(C)C)CC1 (stereo unspecified)	2	2	-5	16	-2	-16	1.8	-2.7	5
C/C(=N\NC(=O)C1CCCC1)c1ccc(Cl)c(Cl)c1	5	/	-3	-4	4	-5	-3.4	-3.3	-32
Cc1ccc(-n2nnnc2SCC(=O)N2CCc3ccccc3C2)cc1	-5	9	-5	6	1	-6	-1.4	-2.2	13
NS(=O)(=O)c1ccc(NC(=S)NCc2cccc(Cl)c2)cc1	-3	0	-3	18	-5	-4	-1.1	-1.1	12
CCOC(=O)CN1C(=O)CSc2ccc(S(=O)(=O)N3CCOCC3)cc21	3	-1	-7	-2	3	5	-1.8	-1.6	2
Cc1ccc(-n2c(CSc3nc(C)cc(C)n3)nnc2SCC(=O)N2CCCC2)cc1	-4	-4	-3	-2	0	8	1.8	0.7	-7
N#CCCNc1ccc(OCCC#N)cc1	1	4	-4	16	5	-11	-1.9	-2.8	-59
Cc1c(N=C2NC(=O)C(CC(=O)Nc3ccccc3)S2)c(=O)n(-c2ccccc2)n1C (stereo unspecified)	6	-2	-4	15	3	-6	-2.9	-1.0	-3
O=C(O)c1ccccc1C(=O)NCC(O)COc1ccc(Cl)cc1 (stereo unspecified)	-7	-1	-6	17	23	-31	0.5	0.7	3
CCc1ccccc1NC(=S)N1CCN(c2ccccc2F)CC1	1	1	-11	-30	12	0	-3.8	-1.9	6
COc1cc(OC)cc(C(=O)NC2CC3CCC(C2)N3C)c1 (stereo unspecified)	4	0	-5	/	/	/	/	/	3
COc1cccc(COc2nc3c(c(=O)n(C)c(=O)n3C)n2C)c1	-6	-3	-3	-8	-4	-4	-0.1	-0.5	-6
COc1ccc(S(=O)(=O)N2CCC(C(=O)NCC(c3cccs3)N(C)C)CC2)cc1 (stereo unspecified)	2	10	-2	16	-6	-8	-0.9	-1.3	-5
COc1ccc(OC)c(S(=O)(=O)N/N=C\c2c[nH]c3ccccc23)c1	3	/	-8	-12	-6	-17	-2.5	-2.6	-15
CCc1nc(CN2CCN(c3cc(C(F)(F)F)ccn3)CC2)c(C)[nH]1	/	2	-1	21	0	0	-2.4	-1.4	-8

(next part)
SMILES	IDE cell activ	IDE inh	GalR3 antag	SUMO HTRF inh	HCV NS3 hel inh	pCIP destab	IMP-1 inh	VIM-2 inhibitor	CRFR2-BP antag
O=C(NC1(C(F)(F)F)NC(=O)N(Cc2ccccc2)C1=O)c1cccs1 (stereo unspecified)	-1	-3	-1	/	-13	/	-2.9	-0.1	-8
COc1cccc(C(=O)CSc2nc3ccccc3n2CC(=O)N(C(C)C)C(C)C)c1	5	2	-1	10	-4	3	-0.3	-0.3	-15
CN(c1ccccc1)S(=O)(=O)c1ccc(NC(=O)c2nc(S(C)(=O)=O)ncc2Cl)cc1	-13	5	-5	-26	-16	-16	-2.0	-1.4	0
O=C(OCC(=O)N1CCOCC1)c1cnc(Cl)c(Cl)c1	0	5	-7	/	/	/	/	/	-7
CCN1C(=O)c2cccc3c(S(=O)(=O)Nc4ccc(O)c(C(=O)O)c4)ccc1c23	13	5	-1	0	6	-3	-3.4	8.2*	3
COc1ccc(C(c2sc3nc(C)nn3c2O)N2CCN(Cc3ccccc3)CC2)cc1OC (stereo unspecified)	6	-1	/	-7	-8	-3	-1.5	-0.1	6
CCOc1ccc(Oc2nc(N(CC)CC)nc(N3CCOCC3)n2)nn1	-3	-4	2	-14	4	4	-2.9	-3.0	18
CC(=O)c1sc(NC(=O)c2cnc(Cl)c(Cl)c2)nc1C	8	-2	-8	15	6	-1	-2.9	-0.1	-15

Screens as filed in PubChem BioAssay.
